SENP8 inh: blocks human SENP8 cleavage of Nedd8 substrate; inhibition, % at 20 µM; Q96LD8; recombinant SENP8, Nedd8 substrate fluorescence; actives 0.64% (n = 360,000); in the data active = inhibition mostly above about 40%, no sharp cut-off; inactive = mostly below about 27%
Target sequence (Q96LD8 whole entry, looked up): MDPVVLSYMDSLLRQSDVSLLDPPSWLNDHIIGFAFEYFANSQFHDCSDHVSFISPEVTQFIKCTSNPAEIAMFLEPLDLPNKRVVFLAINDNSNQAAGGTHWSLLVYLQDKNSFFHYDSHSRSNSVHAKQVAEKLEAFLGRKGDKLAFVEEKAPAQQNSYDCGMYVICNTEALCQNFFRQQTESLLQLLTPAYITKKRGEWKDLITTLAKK
MPTP block: inhibitors of mitochondrial permeability transition pore. AID 602449. inhibition, % at 10 µM. actives 1.4% (n = 360,000). isolated mouse mitochondria, Ca2+ swelling absorbance, 30 min;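 active = inhibition of 50% or more, scaled per plate between neutral and stimulator controls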;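 note: 0% = DMSO wells given calcium and 100% = 1 mM EGTA wells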
SENP6 inh: SENP6 protease inhibition; Q9GZR1; Recombinant SENP6 catalytic domain, aminoluciferin luminescence; inhibition, % at 10 µM; actives 1.8% (n = 330,000);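 active = inhibition above about 50% at the single tested dose, limit read from the data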;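 note: plate controls were DMSO wells with enzyme for no effect and DMSO wells lacking enzyme for full effect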
GRIN3A LBD mod: modulators (binders) of human NR3A ligand-binding domain; NR3A LBD differential scanning fluorimetry, Tm shift; 0% = protein alone, 100% = glycine-bound protein; Tm shift relative to glycine control, % at 25 µM; actives 2.5% (n = 340,000); AID 1259313;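 active = melting temperature shift of at least 10% of the positive control shift, at one fixed dose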
PfGluPho inh: PfG6PD (Plasmodium falciparum) enzyme inhibition; PfGluPho enzyme, NADPH resazurin-diaphorase fluorescence; inhibition, % at 20 µM; actives 0.78% (n = 350,000); AID 504690;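 active = inhibition reaching at least a set limit at 20 µM in the primary screen, cut at about 59% in these data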;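 note: 0% = DMSO wells with substrate and 100% = DMSO wells lacking glucose-6-phosphate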
ATG4B inhibitor: ATG4B (human) cysteine protease inhibition | inhibition, % at 8.33 µM | ATG4B cleavage of LC3-PLA2, NBD-HPC fluorescence, 1 h | Q9Y4P1 | actives 0.51% (n = 340,000); in the data active = inhibition above about 40%
Target sequence (Q9Y4P1 whole entry, looked up): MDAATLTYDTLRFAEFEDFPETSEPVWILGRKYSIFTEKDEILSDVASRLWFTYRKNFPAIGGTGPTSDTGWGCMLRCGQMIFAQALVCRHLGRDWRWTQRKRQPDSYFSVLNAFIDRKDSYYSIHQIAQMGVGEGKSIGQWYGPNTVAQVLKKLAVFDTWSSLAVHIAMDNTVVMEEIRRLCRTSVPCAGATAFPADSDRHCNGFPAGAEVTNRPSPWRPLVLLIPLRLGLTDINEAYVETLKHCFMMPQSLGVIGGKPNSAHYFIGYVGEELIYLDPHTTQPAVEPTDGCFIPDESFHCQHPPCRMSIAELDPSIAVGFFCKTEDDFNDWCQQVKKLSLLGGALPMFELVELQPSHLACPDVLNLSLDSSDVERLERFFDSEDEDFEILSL
SENP1 FRET inh: blocks the human SENP1 SUMO protease catalytic domain | Q9P0U3 | recombinant SENP1 catalytic domain, CyPet-SUMO1-YPet FRET cleavage | inhibition, % at 10 µM | actives 0.21% (n = 360,000);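 active = inhibition at least 30% at 10 µM, raw YFP signal under a set limit, fluorescence ratio 0.5 to 1.5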;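 note: 0% = enzyme with DMSO and 100% = no enzyme wells; some results filed as inactive read as strong as hits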
Target sequence (Q9P0U3 419-644 limits assumed): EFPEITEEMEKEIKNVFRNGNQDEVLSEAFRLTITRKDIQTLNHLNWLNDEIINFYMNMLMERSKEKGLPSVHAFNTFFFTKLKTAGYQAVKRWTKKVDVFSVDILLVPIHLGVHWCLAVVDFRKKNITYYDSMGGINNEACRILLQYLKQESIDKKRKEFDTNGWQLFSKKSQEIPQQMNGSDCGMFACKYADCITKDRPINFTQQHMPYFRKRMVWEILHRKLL
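Test system: recombinant human SENP1 catalytic domain, His6-tagged / Medium: pH 8 Tris buffer with EDTA, NaCl, BME, BSA, NP40, catalase / Also added: SUMO1 FRET substrate flanked by Cypet and Ypet, 25 nM / Times: 50 min reaction at room temperature / Signal: FRET, CFP and YFP emission / Control set: no-enzyme low control and enzyme-plus-DMSO high control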
hIAP activ: increases human intestinal alkaline phosphatase activity; P09923; purified human IAP, CDP-Star luminescence, 30 min; stronger effect = higher value; 1 = vehicle-only enzyme, 0 = enzyme-free background; activation factor at 10 µM; actives 0.16% (n = 330,000); AID 2524;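 active = activation factor of the enzyme at least 2-fold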; note: the source names both 10 and 20 µM as test concentration; values of inactives mirror those of a sister screen read the other way
An asterisk follows results filed as active; i = inactive; / = no result given.

Values run as follows: SENP8 inh	MPTP block	SENP6 inh	GRIN3A LBD mod	PfGluPho inh	ATG4B inhibitor	SENP1 FRET inh	hIAP activ
- CCOC(=O)N1CCC(N2CCN(S(=O)(=O)c3ccc(OC)cc3)CC2)CC1
  -0.9	1.7	6.2	-1.1	5.0	-6.2	2.3	1.15
- COc1cccc(CNC(=O)C2CCC(=O)N(CC3CCCCC3)C2)c1OC (configuration not stated)
  9.2	-0.8	-1.6	2.7	-2.3	16.4	-1.3	1.17
- N#Cc1ccc(C(=O)Nc2cc(C3CC3)nn2-c2ccccc2)cc1
  -4.0	-0.2	-12.3	1.6	5.8	-0.6	-1.1	1
- Cc1cccc(NC(=O)c2ccccc2O)c1C
  -54.0	30.7	-4.7	-5.4	35.2	-3.4	2.0	1.03
- O=c1cc(O)c2c(=O)n(-c3ccccc3)c3c(c2o1)CCCCCC3
  -84.4	-1.6	3.9	-3.4	-7.0	-4.3	-2.8	0.887
- CN1C(=O)CC(N2CCN(c3ccc(Cl)cc3)CC2)C1=O (configuration not stated)
  13.6	0.4	-18.1	0.8	4.4	-14.0	1.7	0.907
- O=C(CC1NC(=O)NC1=O)Nc1ccccc1 (configuration not stated)
  22.1	-0.3	1.5	1.1	-11.7	-3.5	4.5	1.03
- CC(=O)NC(Cc1cccc(C)c1)C(=O)NC1CCN(c2ncccc2[N+](=O)[O-])CC1 (configuration not stated)
  19.6	-0.4	-1.7	2.7	-5.7	1.6	3.0	0.93
- COc1ccc(S(=O)(=O)N2CCOCC2)cc1NC(=O)c1ccc(SC)cc1OC
  -53.9	-0.6	/	/	-6.5	/	1.5	/
- O=C(Nc1nnc(-c2ccccc2)o1)Nc1ccccc1Cl
  6.1	-2.1	/	0.3	8.1	-6.3	1.3	/
- CCOc1cc2c(cc1/C=C/c1noc(C)c1[N+](=O)[O-])OC(C)C2 (configuration not stated)
  -3.8	1.5	-2.1	-0.2	-32.3	-4.6	-24.0	0.887
- COc1ccc(CCNC(=O)CC2C(=O)NCCN2CC(C)(C)C)cc1 (configuration not stated)
  -38.0	-0.4	-3.7	0.8	3.4	1.3	-0.4	1.02
- O=C(CSc1nnc(-c2ccc(C(F)(F)F)cn2)o1)Nc1ccccc1Cl
  15.3	1.3	-3.5	0.2	-15.4	-1.7	2.5	1.1
- CC(c1nc2scc(-c3ccccc3)c2c(=O)[nH]1)N1CCN(CC(=O)NC2CC2)CC1 (configuration not stated)
  -44.3	-0.4	5.2	-1.7	10.6	1.2	-1.3	1.12
- CC(C)CCNC(=O)c1cc2c(=O)n3ccccc3nc2s1
  -296.5	0.0	-6.6	1.9	7.0	0.4	-94.8	1.05
- O=C(Nc1ccc(F)cc1)c1cc2c(s1)CCCC2
  6.5	32.4	89.0*	6.1	75.7*	3.3	-0.5	1.05
- COc1ccc(-n2cnc3cc(N)ccc32)cc1
  -166.5	-0.1	-0.2	-1.0	0.6	-7.5	-15.5	1.05
- Cc1n[nH]c(=O)c2c(NC(=O)CSc3ccc(Br)cc3)oc(C)c12
  2.3	-2.2	-9.6	0.7	-6.6	-3.3	-3.5	1.13
- O=C(Nc1ccc(Cl)c([N+](=O)[O-])c1)c1ccc(NCCCN2CCOCC2)c([N+](=O)[O-])c1
  20.7	-0.1	-4.7	-1.0	-8.1	-3.8	22.2	1.03
- COc1ccc(CCn2c(=N)c(C(=O)NCCN3CCOCC3)cc3c(=O)n4ccccc4nc32)cc1OC
  -24.3	-1.4	8.8	14.8*	0.7	-5.2	-43.2	0.991
- CC12CCC(C(=O)Nc3ccc(Br)cn3)(OC1=O)C2(C)C (configuration not stated)
  6.7	1.8	0.6	2.4	-5.1	5.0	0.1	1.06
- CCCNC(=O)c1ccccc1NC(=O)c1ccc2c(=O)n3c(nc2c1)CCC3
  -210.8	0.2	12.4	-3.4	0.0	-7.1	-4.1	1.08
- CSc1ccc(CN(C)C(=O)c2cc(Cl)c3c(c2)OCCO3)cc1
  9.8	-0.2	18.4	0.8	-5.2	3.5	-5.7	0.957
- Clc1ccc(-c2cnc(Oc3ccccc3)nc2)cc1
  22.5	2.2	-20.2	-2.6	0.4	-3.9	4.5	1.02
- CCCN=Cc1sc2ccc(OCC)cc2c1O
  -43.6	0.6	-10.7	1.4	4.0	-2.8	-36.6	0.915
- O=C(O)c1ccc(N2CCN(c3ccc(Cl)cc3)CC2)c([N+](=O)[O-])c1
  32.2	0.5	2.0	-1.0	-15.1	1.0	1.4	1.02
- O=C(O)c1cccc(N/N=C/c2ccc(-c3ccccc3)cc2)c1
  -64.8	-0.2	/	-6.2	-11.0	20.8	-17.3	/
- O=C1C(=O)N(Cc2ccccc2)C(=O)N1CCOc1ccccc1
  5.7	-2.6	-10.8	2.0	-8.9	1.2	1.9	1.09
- CCOc1cc(NC(=S)NCCCN2CCOCC2)c(OCC)cc1NC(=O)CC(C)C
  8.8	1.1	1.7	-4.0	-9.1	0.8	-1.2	1.08
- Cc1ccc(N2C(=O)CC(Nc3ccc(Cl)c(S(=O)(=O)N(C)C)c3)C2=O)c(C)c1 (configuration not stated)
  -0.9	0.1	-19.2	-5.3	-2.7	0.9	0.2	1.07

Molecules listed so far containing a COOH group (two):
Values run as follows: SENP8 inh	MPTP block	SENP6 inh	GRIN3A LBD mod	PfGluPho inh	ATG4B inhibitor	SENP1 FRET inh	hIAP activ
- O=C(O)c1ccc(N2CCN(c3ccc(Cl)cc3)CC2)c([N+](=O)[O-])c1
  32.2	0.5	2.0	-1.0	-15.1	1.0	1.4	1.02
- O=C(O)c1cccc(N/N=C/c2ccc(-c3ccccc3)cc2)c1
  -64.8	-0.2	/	-6.2	-11.0	20.8	-17.3	/

Random excerpt: 2 records from the list.
Values run as follows: SENP8 inh	MPTP block	SENP6 inh	GRIN3A LBD mod	PfGluPho inh	ATG4B inhibitor	SENP1 FRET inh	hIAP activ
- O=C(Nc1ccc(Cl)c([N+](=O)[O-])c1)c1ccc(NCCCN2CCOCC2)c([N+](=O)[O-])c1
  20.7	-0.1	-4.7	-1.0	-8.1	-3.8	22.2	1.03
- Cc1ccc(N2C(=O)CC(Nc3ccc(Cl)c(S(=O)(=O)N(C)C)c3)C2=O)c(C)c1 (configuration not stated)
  -0.9	0.1	-19.2	-5.3	-2.7	0.9	0.2	1.07

(next part)
Values run as follows: SENP8 inh	MPTP block	SENP6 inh	GRIN3A LBD mod	PfGluPho inh	ATG4B inhibitor	SENP1 FRET inh	hIAP activ
- O=C(NC1CCN(C(=O)Nc2ccccc2Cl)CC1)c1ccco1
  1.1	-1.8	-10.8	-0.9	6.9	-4.3	3.1	1.11
- CCCc1nnc(NC(=O)CCC(=O)N2CCCCC2)s1
  6.6	-0.7	-4.4	2.1	4.3	-6.4	3.4	0.74
- O=C(C1CCCN(S(=O)(=O)c2cccc3nsnc23)C1)N1CC=C(c2ccccc2)CC1 (configuration not stated)
  13.3	1.5	-9.1	-2.0	-13.2	-7.1	13.4	0.933
- COc1ccc(CC(=O)NC(=S)Nc2ccc(S(=O)(=O)NC(C)(C)C)cc2)cc1
  8.4	-3.6	-18.9	-3.5	20.9	-16.1	1.5	1.07
- COc1c(O)cccc1[C@H](O)C1CCN(CCc2ccc(F)cc2)CC1
  16.2	-0.2	1.9	-3.5	2.0	-4.0	30.1*	0.99
- Cc1ccc(C(=O)NC2CCN(CC(=O)NC3CCC(C)CC3)CC2)cc1 (configuration not stated)
  -0.1	0.5	-22.3	1.3	-0.5	-17.5	3.0	0.866
- O=C(c1cnc2n(c1=O)CCS2)N1CCc2ccccc21
  -32.5	-0.3	-6.4	5.5	-15.0	-4.1	-1.6	1.2
- CC1CCN(C(=O)CSc2nnc(-c3cccnc3)o2)CC1
  4.1	0.2	-21.7	2.4	-10.3	-0.9	0.0	1
- O=C(COC(=O)c1ccncc1)c1ccc(Cl)c(Cl)c1
  26.8	-0.5	7.6	-1.6	-24.4	0.5	1.2	0.969
- CC(=O)NCCc1nc2cc(NC(=O)c3ccc([N+](=O)[O-])cc3)ccc2n1C
  10.0	0.3	20.9	-3.0	-3.0	3.1	2.6	1.05
- Cc1cc(C)c(C(=O)O)c(CC(C)(C)C(=O)O)c1
  11.7	-1.0	-49.8	-0.2	-16.1	-9.6	2.0	1.03
- C=CCn1c(SCc2ccc([N+](=O)[O-])cc2)nnc1C(C)NC(=O)c1ccccc1 (configuration not stated)
  13.1	-1.0	-2.9	0.0	16.1	-7.0	0.5	0.853
- O=S(=O)(NCC1CCCO1)c1ccc(Oc2ccccc2)cc1 (configuration not stated)
  2.9	2.3	-12.7	0.4	3.0	1.1	0.0	0.826
- COCCNCCCOc1ccc(C)cc1Br
  8.6	-0.7	-3.5	-2.6	-13.9	2.8	0.2	0.911
- COc1cc(C2Nc3ccccc3C(=O)N2c2ccccc2OC)ccc1O (configuration not stated)
  i	-0.7	-8.1	-0.9	10.8	-10.3	-4.0	1.04
- Cc1ccc(C)c(S(=O)(=O)N(C)Cc2cccs2)c1
  4.4	0.6	-5.9	-1.4	0.8	-4.7	0.3	0.973
- CCOC(=O)/C=C(\C)N1N=C(c2ccccc2)CC1c1ccccc1 (configuration not stated)
  -98.3	-0.3	51.9*	1.6	-9.6	2.7	-89.5	0.967
- C/C(=N\NC(=O)c1cccc(C)c1O)c1ccc(NC(=O)Cc2ccccc2)cc1
  -236.4	0.6	5.8	-1.3	-12.8	4.7	1.4	1.04
- S=C(Nc1ccc2c(c1)OCCO2)Nc1ccccc1Cl
  0.8	-1.0	32.2	3.3	0.7	-7.3	1.8	0.86
- Cc1cccc2sc(NC(=O)C3CSC4(C)CCC(=O)N34)nc12 (configuration not stated)
  -12.9	0.3	-7.2	-1.7	6.2	-7.1	-0.7	0.956
- O=C(OCc1cc(=O)n2ccsc2n1)c1ccc(O)cc1O
  -78.4	-0.2	63.6*	0.9	19.9	-0.7	2.1	0.898
- COc1ccc(C2C(C(=O)c3sc(C)nc3C)=C(O)C(=O)N2CCN(C)C)cc1OC (configuration not stated)
  19.6	-1.3	-7.6	0.2	-5.7	2.5	2.1	1.02
- Clc1ccc(CNCCC2=CCCCC2)cc1
  15.5	70.5*	-13.3	0.2	3.5	-1.9	1.2	1.25
- CCOC(=O)c1c(N)sc2c1CCN(CCc1ccccc1)C2
  -114.8	0.6	-10.5	-0.5	3.2	1.7	-87.3	1.11
- C[C@@]12C(=O)Nc3ccccc3C(=O)N1[C@H]1c3cc(Br)ccc3OC[C@@H]1[C@@H]2c1ccccc1
  -1.3	-0.3	-4.9	-0.8	-1.3	-6.7	-2.1	0.844
- CCC(=O)NC(=S)Nc1ccc(NC(=S)NC(=O)c2ccccc2)cc1
  35.9	5.2	/	-1.8	-6.2	12.4	-0.6	/
- Cc1cccc(N2CCN(C(=O)CNC(=O)c3cccc([N+](=O)[O-])c3)CC2)c1C
  9.3	-0.3	3.4	-2.4	6.8	3.1	0.0	0.981
